Assay outcomes as filed in PubChem BioAssay.
RGS4 pot: RGS4 potentiation or activation | HEK293 M3R/inducible RGS4, carbachol calcium flux Fluo4; stronger effect = lower value | B-score at 10 µM | 310,000 compounds, 0.92% hits | AID 463111;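 active means B-score of the integrated calcium signal more than 4 SD below the library mean, with starting fluorescence not abnormally high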;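 further: negative B-score means reduced calcium response which marks RGS4 activation or potentiation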
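test system = M3R-expressing HEK293 line, RGS4 induced by doxycycline | probe or stimulus = carbachol at ECmax as muscarinic agonist stimulus | timing = dye loading 30 min 37 °C, buffer rest 30 min RT | signal = calcium dye Fluo4 fluorescence | evaluation = B score from integrated fluorescence ratio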
TMEM16A inh: inhibitors of mouse TMEM16A calcium-activated chloride channel. Q8BHY3. HEK293 TMEM16A/YFP iodide influx fluorescence, ionomycin. normalized B-score (activity score, 25-100; higher = stronger inhibition) at 10 µM. 310,000 compounds, 1.2% hits;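 active means ratio plate-corrected score three or more library SD toward inhibition, starting fluorescence score within five deviations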;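 further: score derived from kinetic fluorescence span divided by baseline fluorescence per well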
hERG protect: shields human hERG channel from block by proarrhythmic agents | 310,000 compounds, 0.51% hits | activation (rescue from dofetilide block), less the hit threshold, % at 10 µM | CHO-hERG, FluxOR thallium flux, dofetilide IC70 present;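 active means activation above the mean of controls blocked by dofetilide plus 5 SD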;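 further: thallium influx through hERG after potassium depolarization seen as dye fluorescence rise; in these data hits start at about 4.7%; inactives centre near -7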
KCNK3 block: human KCNK3 channel inhibition, primary screen; AID 602410; B-score at 10 µM; CHO-KCNK3 thallium flux, FluxOR fluorescence; stronger effect = lower value; 340,000 compounds, 0.84% hits;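 active means B-score under library mean minus 4 SD, starting fluorescence ratio at most library mean plus 5 SD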;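 further: more negative B-score means stronger inhibition of thallium flux through KCNK3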
KCNQ1 inh: blocks the human KCNQ1 potassium channel; B-score at 10 µM; AID 2642; 310,000 compounds, 1.3% hits; CHO-K1 KCNQ1, FluxOR thallium flux fluorescence; stronger effect = higher value;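 active means compounds whose thallium flux B-score, printed positive for inhibition, exceeds three library SD while starting fluorescence stays within three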;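 further: channel opened by potassium depolarization with thallium stimulus after 20 min compound exposure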
Target sequence (P51787 whole entry, looked up): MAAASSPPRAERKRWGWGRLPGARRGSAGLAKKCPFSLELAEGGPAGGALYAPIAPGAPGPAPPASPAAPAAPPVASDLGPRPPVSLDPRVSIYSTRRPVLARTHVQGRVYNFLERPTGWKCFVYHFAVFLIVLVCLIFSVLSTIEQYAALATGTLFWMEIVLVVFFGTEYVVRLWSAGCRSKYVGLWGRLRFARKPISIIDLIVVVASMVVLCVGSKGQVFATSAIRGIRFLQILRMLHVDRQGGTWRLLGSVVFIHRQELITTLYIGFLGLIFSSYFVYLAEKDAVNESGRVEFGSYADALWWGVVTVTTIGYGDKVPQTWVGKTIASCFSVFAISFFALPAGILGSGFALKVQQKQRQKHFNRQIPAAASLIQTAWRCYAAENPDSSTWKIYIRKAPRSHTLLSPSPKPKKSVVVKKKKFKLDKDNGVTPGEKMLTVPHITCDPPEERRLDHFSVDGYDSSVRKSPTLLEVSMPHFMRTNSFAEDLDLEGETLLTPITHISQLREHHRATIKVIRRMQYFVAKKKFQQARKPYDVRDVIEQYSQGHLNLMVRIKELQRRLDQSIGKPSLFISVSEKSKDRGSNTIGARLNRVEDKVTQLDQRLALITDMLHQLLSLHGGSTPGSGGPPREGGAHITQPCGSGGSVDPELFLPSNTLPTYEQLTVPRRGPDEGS
ANO1 activ: activates or potentiates the mouse TMEM16A chloride channel; Q8BHY3; 340,000 compounds, 0.3% hits; B-score at 10 µM; HEK293 TMEM16A/YFP-H148Q/I152L, iodide quench fluorescence; stronger effect = lower value; AID 623877;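 active means fluorescence-ratio B-score plate-corrected deviation score at least 3 library SD below zero, with starting fluorescence score within 5 deviations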;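 further: channel opened by trigger with iodide after compound preincubation; score built on the fluorescence ratio of max minus min over baseline; more negative score means more quench and so TMEM16A activation or potentiation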
MrgX1 allo act: allosterically activates human MrgX1 receptor signaling; MrgX1-HEK293, Fluo-4 calcium flux, FDSS; stronger effect = higher value; B-score at 10 µM; 310,000 compounds, 0.63% hits; AID 588675;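 active means plate-corrected calcium response at least 3 library SD above typical, normal starting fluorescence, not activating the receptor alone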;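 further: compound read alongside a low EC10 to EC30 dose of BAM8-22 agonist; peak minus trough fluorescence over baseline measured at the second addition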
MrgX1 agonist: human MrgX1 receptor agonism, primary screen; Q96LB2; MrgX1-HEK293 cells, Fluo-4 calcium fluorescence, agonist mode; stronger effect = higher value; B-score at 10 µM; 310,000 compounds, 0.44% hits;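 active means calcium response B-score plate-corrected fluorescence ratio at least 3 library SD, with starting fluorescence B-score inside 5 SD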
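times = overnight plating, then 30 min 37 °C plus 30 min room-temperature dye loading | assay system = stable human MrgX1 HEK293 cell line | input = fifteen thousand cells per well | signal = kinetic calcium dye fluorescence, Fluo-4 NW | dosing = compound delivered in addition one of three | read-out = B-scored fluorescence response ratio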
RGS4 inh: inhibitors of human RGS4; 310,000 compounds, 0.45% hits; P49798; HEK293 M3R/RGS4 inducible, Fluo-4 calcium flux; stronger effect = higher value; triggered by carbachol at its EC20; B-score at 10 µM;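 active means B-score, a plate-corrected calcium signal, over three deviations above library mean, with baseline fluorescence within five deviations of library mean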;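 further: RGS4 expression induced by doxycycline in cells with stable M3 receptor; B-score is computed from the integrated fluorescence ratio over baseline after carbachol; higher B-score means a larger calcium signal and so more RGS4 inhibition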
KCNK9 inh: inhibitors of human KCNK9 two-pore domain potassium channel | B-score at 10 µM | Q9NPC2 | 310,000 compounds, 1.2% hits | AID 488922 | HEK293 KCNK9, FluxOR thallium flux fluorescence; stronger effect = lower value;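 active means ratio B-score over 3 SD below the library mean, with starting fluorescence within 5 SD of its mean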;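 further: negative B-score means less thallium flux so channel inhibition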
Target sequence (Q9NPC2 whole entry, looked up, the tested form may be a part): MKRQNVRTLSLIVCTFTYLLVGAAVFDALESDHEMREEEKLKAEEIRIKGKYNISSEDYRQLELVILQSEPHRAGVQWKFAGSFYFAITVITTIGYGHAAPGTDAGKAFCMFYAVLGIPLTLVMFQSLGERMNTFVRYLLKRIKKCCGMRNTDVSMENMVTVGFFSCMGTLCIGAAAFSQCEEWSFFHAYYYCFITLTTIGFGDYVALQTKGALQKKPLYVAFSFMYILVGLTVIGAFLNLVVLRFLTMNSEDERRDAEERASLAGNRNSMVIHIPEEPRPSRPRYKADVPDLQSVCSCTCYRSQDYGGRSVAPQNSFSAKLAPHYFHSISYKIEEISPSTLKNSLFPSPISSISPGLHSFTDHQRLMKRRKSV
KCNQ1 act: potentiates or activates the human KCNQ1 potassium channel | B-score at 10 µM | CHO-K1 KCNQ1, thallium flux FluxOR fluorescence; stronger effect = higher value | 310,000 compounds, 0.35% hits | P51787;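 active means fluorescence ratio B-score, a plate-corrected score, at least three library SD, with initial intensity B-score within 5 SD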
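assay system = CHO-K1 cells stably expressing KCNQ1 | medium = assay buffer, equal DMSO in all wells | timing = 37 °C overnight plating, 90-min dark dye load, 20-min compound pretreatment | measured by = kinetic FluxOR thallium fluorescence, 10-s 1-Hz baseline, 110-s post-stimulus read | measure = fluorescence change relative to baseline, converted to B score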
* marks the source's active call; other numbers are inactive results; i = inactive; · = no result given.

SMILES	RGS4 pot	TMEM16A inh	hERG protect	KCNK3 block	KCNQ1 inh	ANO1 activ	MrgX1 allo act	MrgX1 agonist	RGS4 inh	KCNK9 inh	KCNQ1 act
CN(C)C(=O)COC(=O)c1cccc(CN2C(=O)c3ccccc3C2=O)c1	i	i	-5	i	i	i	i	i	i	i	i
O=C(COc1ncnc2ccccc12)Nc1ccccc1[N+](=O)[O-]	i	i	-3	i	i	i	i	i	i	i	i
COc1cccc(C(C(=O)NC2CCCC2)N(C(=O)c2ccco2)c2ccc(NC(C)=O)cc2)c1OC (centres undefined)	i	i	-11	i	i	i	i	i	i	i	i
CC1CCC2CCCCC2N1C(=O)c1cc([N+](=O)[O-])cc([N+](=O)[O-])c1 (centres undefined)	i	i	-4	i	i	i	i	i	i	i	i
COc1ccc(S(=O)(=O)Nc2ccccc2C)cc1C(=O)N1CCOCC1	i	i	-4	i	i	i	i	i	i	i	i
COc1ccc(C2CC(=O)Oc3c(C(CCN4CCN(c5ccccc5)CC4)c4ccc(N(C)C)cc4)c(OC)cc(OC)c32)cc1 (centres undefined)	i	i	-14	i	i	i	i	i	i	i	i
O=C(CCCN1C(=O)c2ccccc2C1=O)N1CCc2ccccc2C1	i	25*	-3	i	i	i	i	i	i	i	i
C/C(=N\NC(=S)NC1CCCCC1)c1c(F)cccc1F	i	i	2	i	i	i	i	i	i	i	i
CCOc1ccc(OCCOC(=O)CNC(=O)c2ccc(Cl)cc2Cl)cc1	i	i	-5	i	i	i	i	i	i	i	i
Cc1ccccc1Oc1ncccc1C(=O)/C(C#N)=C/N(C)C	i	i	-10	i	i	i	i	i	i	i	i
O=C(CCc1nc(-c2ccccc2F)no1)NC1CCCCCC1	i	i	-2	i	i	i	i	i	i	i	i
COc1ccc(NC(=S)NCc2ccco2)c(OC)c1	i	i	-13	i	i	i	i	i	i	i	i
CCCCN1C(=O)c2ccc(C(=O)Nc3c(N)n(CCCC)c(=O)n(C)c3=O)cc2C1=O	i	i	-8	i	i	i	i	i	i	i	i
CC(C)Cn1c(SCC(=O)Nc2ncccn2)nc2ccccc21	i	i	-14	i	i	i	i	i	i	i	i
CNS(=O)(=O)c1ccc(N=Cc2c(C)[nH]n(-c3ccc(C)cc3C)c2=O)cc1	i	i	-6	i	i	i	i	i	i	i	i
N#CC1C(C#N)N2CCCN2C1c1ccc(Cl)cc1 (centres undefined)	i	i	-2	i	i	·	i	i	i	i	i
COc1ccc(-c2cn(CCO)nc2-c2ccc(OC)cc2)cc1	i	i	-5	i	i	i	i	i	i	i	i
O=C(NC1CCCc2ccccc21)c1cccc(S(=O)(=O)N2CCN(c3ccccc3)CC2)c1 (centres undefined)	i	i	-15	i	i	i	i	i	i	i	i
CCCn1c(SCc2cc(=O)oc3ccc4ccccc4c23)n[nH]c1=O	i	i	-34	i	i	i	i	i	i	i	i
O=C(NNC(=O)C1CC=CCC1)c1cccc(Br)c1 (centres undefined)	i	i	-6	i	i	i	i	i	i	i	i
Cn1c(=O)cc(OCC(=O)N2CCN(c3cccc(C(F)(F)F)c3)CC2)c2ccccc21	i	i	-6	i	i	i	i	i	i	i	i
Cn1c(-c2ccc(F)cc2)cnc1NCc1cccc([N+](=O)[O-])c1	i	i	-14	i	i	i	i	i	i	i	i
Cc1nn(-c2ccccc2)c(N)c1C1(O)C(=O)N(C)c2ccccc21 (centres undefined)	i	i	-8	i	i	i	i	i	i	i	i
CN=C(Nc1ccccc1)SC1CC(=O)N(c2cccc(OC)c2)C1=O (centres undefined)	i	i	-14	i	i	i	i	i	i	i	i
COc1ccc(C(=O)C2CCCN(C(=O)c3cc4nc(C)cc(C)n4n3)C2)cc1F (centres undefined)	i	i	-8	i	i	i	i	i	i	i	i
CCOC(=O)C1=C(C)NC(C)=C(C(=O)OCC)C1C(=O)OCC(=O)c1ccc2c(c1)OCCO2	i	i	-13	i	i	i	i	i	i	i	i
COc1ccccc1C(=O)COC(=O)COc1cccc2c1OC(C)(C)C2	i	i	-8	i	i	i	i	i	i	i	i
COc1ccc(C(=O)NCCCCc2ccccc2)cc1	i	i	-9	i	i	i	i	i	i	i	i
O=C(NCCn1ccc2ccccc21)c1ccc2c(c1)OCO2	i	i	-11	i	i	i	i	i	i	i	i
Cc1csc2nc(CCNS(=O)(=O)c3ccc4c(c3)OCCO4)cn12	i	i	-16	i	i	i	i	i	i	i	i
COc1cc(OC)cc(C(=O)OCn2nnc3ccccc3c2=O)c1	i	i	-6	i	i	i	i	i	i	i	i
COc1ccc(S(=O)(=O)NCC2CCCN(C(=O)CCC(F)(F)F)C2)cc1 (centres undefined)	i	i	-6	i	i	i	i	i	i	i	i
COc1ccc2c(c1)c1ncn(CCCN3CCOCC3)c(=O)c1n2C	i	i	-8	i	i	i	i	i	i	i	i
CS(=O)(=O)c1ccccc1C(=O)N1CCN(Cc2ccccc2)CC1	i	i	-4	i	i	i	i	i	i	i	i
CCOc1ccc(N2CC(C(=O)OCC(=O)NCc3ccccc3)CC2=O)cc1 (centres undefined)	i	i	-13	i	i	i	i	i	i	i	i
CCc1ccccc1NC(=O)C1CCCN1S(=O)(=O)c1ccc2c(c1)n(C)c(=O)c(=O)n2C (centres undefined)	i	i	-13	i	i	i	i	i	i	i	i
Cc1cccc(OCc2n[nH]c(=S)o2)c1C	i	i	-6	i	i	i	i	i	i	i	i
CC(=O)c1ccc(-n2nncc2C)cc1	i	i	-5	i	i	i	i	i	i	i	i
c1ccc(-c2cnc(-c3ccccn3)nn2)cc1	i	i	-4	i	i	i	i	i	i	i	i
Cc1nc2c(S(=O)(=O)c3ccccc3)cnn2c(C)c1C	i	i	-3	i	i	i	i	i	i	i	i
CC(C)(C)c1ccc(C(=O)NCCc2ccccc2)cc1	i	i	-1	i	i	i	i	i	i	i	i
Cc1ccc2cc(CCNC(=O)c3c(-c4ccccc4Cl)noc3C)c(=O)[nH]c2c1	i	i	-13	i	i	i	i	i	i	i	i
O=c1[nH]c(N/N=C\c2ccc(F)cc2)nc2ccccc12	i	i	-2	i	i	i	i	i	i	i	i
O=C(CCCn1c(SCC(=O)c2ccc(O)c(O)c2)nc2ccccc2c1=O)NCC1CCCO1 (centres undefined)	i	i	-16	i	i	i	i	i	i	i	i
Cc1nc(NC(=O)c2cccnc2)ccc1Br	·	i	·	i	·	i	i	i	·	·	·
CCS(=O)(=O)NCCc1cc2c(OC)ccc(OC)c2[nH]c1=O	i	i	0	i	i	i	i	i	i	i	i
CC(=O)Nc1ccc(OS(=O)(=O)c2cc(Cl)ccc2C)cc1	i	i	-6	i	i	i	i	i	i	i	i
CNC(=O)c1ccccc1S(=O)c1ccccc1COC(C)=O (centres undefined)	i	i	-7	i	i	i	i	i	i	i	i

A draw from above in order of SMILES length, smallest number first.
SMILES	RGS4 pot	TMEM16A inh	hERG protect	KCNK3 block	KCNQ1 inh	ANO1 activ	MrgX1 allo act	MrgX1 agonist	RGS4 inh	KCNK9 inh	KCNQ1 act
CC(=O)c1ccc(-n2nncc2C)cc1	i	i	-5	i	i	i	i	i	i	i	i
c1ccc(-c2cnc(-c3ccccn3)nn2)cc1	i	i	-4	i	i	i	i	i	i	i	i
Cc1nc2c(S(=O)(=O)c3ccccc3)cnn2c(C)c1C	i	i	-3	i	i	i	i	i	i	i	i

Carrying on:
SMILES	RGS4 pot	TMEM16A inh	hERG protect	KCNK3 block	KCNQ1 inh	ANO1 activ	MrgX1 allo act	MrgX1 agonist	RGS4 inh	KCNK9 inh	KCNQ1 act
Cc1ccc(C(=O)CN(C(=O)c2ccc(Cl)cc2)N2C(=O)c3ccccc3C2=O)cc1	i	i	-12	i	i	i	i	i	i	i	i
O=C(CC1Sc2ccccc2NC1=O)Nc1cccnc1 (centres undefined)	i	i	-5	i	i	i	i	i	i	i	i
COc1ccc(CN2CCCCC2C(=O)Nc2ccc(OC)c(OC)c2)cc1OC (centres undefined)	i	i	-6	i	i	i	i	i	i	i	i
O=C(c1ccccc1NS(=O)(=O)c1ccc(F)cc1)N1CCCCC1	i	i	-10	i	i	i	i	i	i	i	i
O=C(CN1C(=O)NC2(CCOc3ccccc32)C1=O)NCC(F)(F)F (centres undefined)	i	i	-4	i	i	i	i	i	i	i	i
CC(=O)Nc1cc[n+](C(C)C(=O)c2ccccc2)cc1 (centres undefined)	i	i	-5	i	i	i	i	i	i	i	i
CCc1cccc(NC(=O)COC(=O)C2CCN(c3ccc(C(F)(F)F)cn3)CC2)c1	i	i	-15	i	i	i	i	i	i	i	i
N#CCC(=O)N/N=C/c1ccc(Sc2nc3ccccc3s2)o1	i	i	-10	i	i	i	i	i	i	i	i
O=C(CN(Cc1ccco1)S(=O)(=O)c1ccccc1)N/N=C/c1ccccc1C(=O)O	i	i	-9	i	i	i	i	i	i	i	i
CCC1CCCCN1CCCNC(=O)c1ccc(CS(=O)(=O)c2ccccc2C)o1 (centres undefined)	i	i	-4	i	i	i	i	i	i	i	i
CCNC(=S)N1CCC(C(N)=O)CC1	i	i	-12	i	i	i	i	i	i	i	i
COc1ccc(NC(=O)[C@H](C)NC(N)=O)cc1S(=O)(=O)Nc1cc(C)ccc1Br	i	i	-11	i	i	i	i	i	i	i	i
FC(F)(F)Oc1ccc(-c2cn3cccnc3n2)cc1	i	i	-1	i	i	i	i	i	i	i	i
COc1ccc(-c2noc(C3CCCN(C(=O)c4cccs4)C3)n2)cc1 (centres undefined)	i	i	-6	i	i	i	i	i	i	i	i
COc1ccc(C(=O)NCCC2=CCCCC2)cc1OC	i	i	-3	i	i	i	i	i	i	i	i
CCOC(=O)CSc1nc2c(c(=O)[nH]c(=O)n2C)n1CCCc1ccccc1	i	i	-6	i	i	i	i	i	i	i	i
CCOC(=O)c1ccc(N2C(=O)CC(Sc3ncccn3)C2=O)cc1 (centres undefined)	i	i	-6	i	i	i	i	i	i	i	i
CCOc1cc(O)c(-c2[nH]ncc2-c2nc(C)cs2)cc1CC	i	25*	-19	i	i	i	i	i	i	i	i
O=[N+]([O-])c1ccc2c(OCc3nnc(-c4ccccc4Br)o3)ncnc2c1	i	i	-5	i	i	i	i	i	i	i	i
